Screens as filed in PubChem.
Bim-Bfl-1: disrupts Bim binding to human Bfl-1; Bead-based flow cytometry, Bim-Bfl-1 binding inhibition; AID 1008; inhibition, % at 10 µM; Q16548; actives 0.12% (n = 190,000);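 further: 0% = wells without compound plus tracer and 100% = blocker peptide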
RGS4-Gao reg: modulates binding of RGS4 to human Galphao. actives 0.33% (n = 220,000). binding response (% of control), % at 10 µM. Multiplexed bead flow cytometry; actives lie on both sides. P09471; in the data active means binding response below about 49% or above about 150%; inactive means in between;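 further: fluorescent Galphao activated with aluminum fluoride binding bead-coupled RGS4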
Target sequence (P09471 whole entry, looked up): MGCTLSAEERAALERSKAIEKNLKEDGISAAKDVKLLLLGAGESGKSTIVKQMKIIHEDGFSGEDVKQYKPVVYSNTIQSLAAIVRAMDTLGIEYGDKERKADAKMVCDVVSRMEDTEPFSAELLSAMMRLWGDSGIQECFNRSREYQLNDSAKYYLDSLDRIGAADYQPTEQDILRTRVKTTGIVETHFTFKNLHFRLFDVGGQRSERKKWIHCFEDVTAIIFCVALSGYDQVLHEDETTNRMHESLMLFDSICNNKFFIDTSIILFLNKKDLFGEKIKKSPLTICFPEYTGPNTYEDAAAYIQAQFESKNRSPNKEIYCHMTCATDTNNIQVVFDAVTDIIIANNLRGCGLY
GSH fluor: GSH bead compound fluorescence profile; GSH beads flow cytometry, compound fluorescence 488/530 nm; hits give high values; actives 0.25% (n = 190,000); fluorescence (KMESF) at 10 µM; in the data active means fluorescence above about 89;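 further: glutathione beads carrying GST-tagged Bcl family fusion proteins plus one bare bead set; values are compound well signal with DMSO vehicle wells as background; inactives centre near 16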
Mcl1-Bid inh: Mcl-1/Bid interaction inhibition | inhibition, % at 21.7 µM | actives 0.97% (n = 220,000) | Q07820 | TR-FRET Mcl-1/Bid-Dy647 peptide binding, 1536-well;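 active means compounds that cut the binding signal by more than half at the single screening dose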;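 further: His-tagged Mcl-1 with europium anti-His antibody binding Bid BH3 peptide; 0% = Mcl-1 plus peptide wells and 100% = peptide-only wells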
Bim-Bcl-XL: disrupts Bim peptide binding to human Bcl-XL; Q07817; bead flow cytometry, fluorescence; AID 1007; actives 0.04% (n = 190,000); inhibition, % at 10 µM
Bim-Bcl-W: human Bim-Bcl-W interaction inhibition | Q92843 | bead-based flow cytometry, Bim peptide-Bcl-W binding | inhibition, % at 10 µM | actives 0.02% (n = 190,000) | AID 952;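 further: 0% = bound tracer without compound and 100% = peptide blocker; higher means less fluorescent Bim peptide bound to Bcl-W beads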
Target sequence (Q92843 whole entry, looked up): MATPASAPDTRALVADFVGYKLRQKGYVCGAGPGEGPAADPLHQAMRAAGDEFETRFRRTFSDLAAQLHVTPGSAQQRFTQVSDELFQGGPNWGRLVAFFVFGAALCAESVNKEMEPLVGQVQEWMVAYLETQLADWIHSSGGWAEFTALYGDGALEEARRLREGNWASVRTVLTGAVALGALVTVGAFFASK
Bim-Bcl-B: inhibitors of Bim-Bcl-B interaction, human. AID 951. Q9HD36. inhibition, % at 10 µM. bead-based flow cytometry, Bim peptide-Bcl-B binding. actives 0.073% (n = 190,000);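 further: 0% = tracer peptide without compound and 100% = reference inhibitor peptide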
Target sequence (Q9HD36 whole entry, looked up): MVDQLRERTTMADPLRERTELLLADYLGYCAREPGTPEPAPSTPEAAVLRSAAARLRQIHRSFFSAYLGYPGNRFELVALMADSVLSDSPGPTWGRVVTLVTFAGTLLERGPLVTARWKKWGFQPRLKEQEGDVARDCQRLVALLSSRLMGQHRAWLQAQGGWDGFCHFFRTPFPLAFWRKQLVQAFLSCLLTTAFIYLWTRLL
RGS8-Gao: modulates binding of RGS8 to human Galphao; multiplexed bead flow cytometry; actives lie on both sides; actives 0.34% (n = 220,000); P09471; response (percent of control binding), % at 10 µM; in the data active means response below about 60% or above about 140%; inactive means in between;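 further: Galphao activated as the GDP aluminium fluoride complex binding bead-coupled RGS8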
RGS7-Gao reg: human RGS7-Galphao interaction regulation | Multiplexed bead flow cytometry, RGS7-Galphao binding; actives lie on both sides | binding response (% of control), % at 10 µM | actives 0.35% (n = 220,000) | AID 1439; in the data active means binding response below about 49% or above about 150%; inconclusive means no clear call, values can overlap the other calls; inactive means in between;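 further: fluorescent Galphao held in activated GDP-AlF4 state binding bead-coupled RGS7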
Mcl-1 Bim block: disrupts Bim peptide binding to human Mcl-1 | Bead-based flow cytometry, Bim peptide-Mcl-1 binding | inhibition, % at 10 µM | actives 0.1% (n = 190,000);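 further: 0% = no compound tracer wells and 100% = peptide blocker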
Bcl-2 Bim block: disrupts Bim peptide binding to human Bcl-2; P10415; Bead-based flow cytometry, Bim peptide-Bcl-2 binding; inhibition, % at 10 µM; actives 0.06% (n = 190,000); AID 950; in the data active means inhibition above about 40%; inconclusive means no clear call, values can overlap the other calls;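 further: 0% = no compound wells with probe peptide and 100% = reference peptide inhibitor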
Target sequence (P10415 whole entry, looked up): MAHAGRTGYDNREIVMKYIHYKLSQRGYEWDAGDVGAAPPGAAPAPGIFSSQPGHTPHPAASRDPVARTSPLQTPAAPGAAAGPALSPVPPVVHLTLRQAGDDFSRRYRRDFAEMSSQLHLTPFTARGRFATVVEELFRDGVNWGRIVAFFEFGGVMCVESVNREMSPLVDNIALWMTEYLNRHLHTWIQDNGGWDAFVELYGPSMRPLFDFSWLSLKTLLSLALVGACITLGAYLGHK
* hit, by the source's call. Unless noted, no stated cut-off is given here; in the data, active means inhibition above about 40%.

For CCOC(=O)C1CCCN(C(=S)Nc2cccc(Cl)c2)C1 (stereo not drawn) the results were Bim-Bfl-1 0, RGS4-Gao reg 106, GSH fluor 13, Mcl1-Bid inh -30, Bim-Bcl-XL -3, Bim-Bcl-W -4, Bim-Bcl-B -8, RGS8-Gao 101, RGS7-Gao reg 105, Mcl-1 Bim block -4 and Bcl-2 Bim block 0.
O=C(COc1ccc2ccccc2c1)NNC(=O)c1cnccn1 was read as Bim-Bfl-1 -15, RGS4-Gao reg 102, GSH fluor 12, Mcl1-Bid inh -13, Bim-Bcl-XL -4, Bim-Bcl-W -3, Bim-Bcl-B -9, RGS8-Gao 100, RGS7-Gao reg 99, Mcl-1 Bim block 0 and Bcl-2 Bim block -3.
For Cc1ccc(Oc2nc(-c3ccccc3)ncc2S(=O)(=O)c2ccc(C)cc2)cc1 the results were Bim-Bfl-1 -12, RGS4-Gao reg 109, GSH fluor 31, Mcl1-Bid inh 0, Bim-Bcl-XL -12, Bim-Bcl-W -5, Bim-Bcl-B -8, RGS8-Gao 106, RGS7-Gao reg 103, Mcl-1 Bim block -1 and Bcl-2 Bim block -7.
CC1CCN(CCCCOc2ccccc2Br)CC1 was read as Bim-Bfl-1 2, RGS4-Gao reg 96, GSH fluor 4, Mcl1-Bid inh 19, Bim-Bcl-XL -3, Bim-Bcl-W 0, Bim-Bcl-B -1, RGS8-Gao 98, RGS7-Gao reg 96, Mcl-1 Bim block -2 and Bcl-2 Bim block 3.
For O=C(c1cc2ccccc2c(=O)o1)N1CCc2ccccc2C1 the results were Bim-Bfl-1 0, RGS4-Gao reg 100, GSH fluor 21, Mcl1-Bid inh -4, Bim-Bcl-XL -2, Bim-Bcl-W -3, Bim-Bcl-B 3, RGS8-Gao 100, RGS7-Gao reg 102, Mcl-1 Bim block -1 and Bcl-2 Bim block 0.
CC(=O)C1=C(C)OC(N)=C(C#N)C1c1cccc([N+](=O)[O-])c1 (stereo not drawn) was read as Bim-Bfl-1 3, RGS4-Gao reg 102, GSH fluor 71, Mcl1-Bid inh -16, Bim-Bcl-XL -1, Bim-Bcl-W 0, Bim-Bcl-B 0, RGS8-Gao 101, RGS7-Gao reg 98, Mcl-1 Bim block -1 and Bcl-2 Bim block 2.
CCCNC(=O)Nc1ccc(C(F)(F)F)cc1 was read as Bim-Bfl-1 -4, RGS4-Gao reg 104, GSH fluor 18, Mcl1-Bid inh -44, Bim-Bcl-XL -5, Bim-Bcl-W 0, Bim-Bcl-B -2, RGS8-Gao 100, RGS7-Gao reg 106, Mcl-1 Bim block 0 and Bcl-2 Bim block -4.
For COc1ccc(CCNC(=O)Cc2ccc(OC)c(OC)c2)cc1OC the results were Bim-Bfl-1 2, RGS4-Gao reg 98, GSH fluor 23, Mcl1-Bid inh 23, Bim-Bcl-XL 5, Bim-Bcl-W -1, Bim-Bcl-B -2, RGS8-Gao 97, RGS7-Gao reg 97, Mcl-1 Bim block 3 and Bcl-2 Bim block 0.
`COC(=O)c1ccc(NS(=O)(=O)c2ccccc2)o1` gave Bim-Bfl-1 -4, RGS4-Gao reg 101, GSH fluor 26, Mcl1-Bid inh -17, Bim-Bcl-XL -1, Bim-Bcl-W 1, Bim-Bcl-B -2, RGS8-Gao 101, RGS7-Gao reg 102, Mcl-1 Bim block -3 and Bcl-2 Bim block -3.
`O=C(Nc1ccon1)C(Sc1ccccc1)c1ccccc1` (stereo not drawn) gave Bim-Bfl-1 -16, RGS4-Gao reg 101, GSH fluor 28, Mcl1-Bid inh -13, Bim-Bcl-XL -8, Bim-Bcl-W -1, Bim-Bcl-B -8, RGS8-Gao 101, RGS7-Gao reg 100, Mcl-1 Bim block -4 and Bcl-2 Bim block -12.
`CCOC(=O)/C(=C/c1ccc(Cl)cc1)NC(=O)c1ccco1` gave Bim-Bfl-1 -2, RGS4-Gao reg 101, GSH fluor 6, Mcl1-Bid inh -9, Bim-Bcl-XL -1, Bim-Bcl-W -3, Bim-Bcl-B -2, RGS8-Gao 104, RGS7-Gao reg 101, Mcl-1 Bim block -2 and Bcl-2 Bim block 0.
N=c1n(Cc2ccccc2Cl)c2ccccc2n1CC(O)c1ccco1 (stereo not drawn) was read as Bim-Bfl-1 -12, RGS4-Gao reg 96, GSH fluor 17, Mcl1-Bid inh -28, Bim-Bcl-XL -1, Bim-Bcl-W -2, Bim-Bcl-B -4, RGS8-Gao 91, RGS7-Gao reg 81, Mcl-1 Bim block 1 and Bcl-2 Bim block -2.
Screening CCC(=O)Nc1ccc2c(c1)ncn2-c1ccccc1 returned Bim-Bfl-1 2, RGS4-Gao reg 103, GSH fluor 11, Mcl1-Bid inh -7, Bim-Bcl-XL -3, Bim-Bcl-W -1, Bim-Bcl-B -3, RGS8-Gao 102, RGS7-Gao reg 99, Mcl-1 Bim block -3 and Bcl-2 Bim block -3.
O=C(CSc1nc2ccccc2[nH]1)Nc1ccc2c(c1)CCC2 was read as Bim-Bfl-1 11, RGS4-Gao reg 105, GSH fluor 8, Mcl1-Bid inh -11, Bim-Bcl-XL -3, Bim-Bcl-W -2, Bim-Bcl-B 1, RGS8-Gao 98, RGS7-Gao reg 103, Mcl-1 Bim block -3 and Bcl-2 Bim block 7.
Screening COc1ccccc1CNC(=O)C1=C(C)C(=O)OC12CCC(C)CC2 (stereo not drawn) returned Bim-Bfl-1 -4, RGS4-Gao reg 103, GSH fluor 30, Mcl1-Bid inh -13, Bim-Bcl-XL -6, Bim-Bcl-W -3, Bim-Bcl-B -4, RGS8-Gao 103, RGS7-Gao reg 96, Mcl-1 Bim block -2 and Bcl-2 Bim block -6.
`O=C(CSc1nnc(-c2ccccc2)n1-c1ccc(Cl)cc1)NNC(=S)Nc1ccccc1` gave Bim-Bfl-1 1, RGS4-Gao reg 105, GSH fluor 11, Mcl1-Bid inh -176, Bim-Bcl-XL -3, Bim-Bcl-W 0, Bim-Bcl-B 3, RGS8-Gao 88, RGS7-Gao reg 109, Mcl-1 Bim block -3 and Bcl-2 Bim block 1.
For CCOc1ccc(NC(=S)Nc2ccc(OCc3ccccc3)cc2)cc1 the results were Bim-Bfl-1 0, RGS4-Gao reg 100, GSH fluor 6, Mcl1-Bid inh -38, Bim-Bcl-XL -3, Bim-Bcl-W -4, Bim-Bcl-B -5, RGS8-Gao 91, RGS7-Gao reg 98, Mcl-1 Bim block 0 and Bcl-2 Bim block 1.
`Cc1cc(NC(=O)CCCS(=O)(=O)c2nc(-c3cccs3)cc(C(F)(F)F)n2)no1` gave Bim-Bfl-1 5, RGS4-Gao reg 98, GSH fluor 13, Mcl1-Bid inh -17, Bim-Bcl-XL 0, Bim-Bcl-W 0, Bim-Bcl-B 0, RGS8-Gao 97, RGS7-Gao reg 100, Mcl-1 Bim block 0 and Bcl-2 Bim block 7.
For CCN1/C(=C/C=C/C=C/c2sc3ccccc3[n+]2CC)Sc2ccccc21 the results were RGS4-Gao reg 31*, GSH fluor 4, Mcl1-Bid inh inactive, RGS8-Gao 89, RGS7-Gao reg 122 and Bcl-2 Bim block inconclusive.
Screening CCN(CC)CCCNC(=S)N1CCn2c(nc3ccccc32)C1 returned Bim-Bfl-1 -16, RGS4-Gao reg 99, GSH fluor 14, Mcl1-Bid inh -46, Bim-Bcl-XL -2, Bim-Bcl-W 0, Bim-Bcl-B -2, RGS8-Gao 102, RGS7-Gao reg 101, Mcl-1 Bim block 1 and Bcl-2 Bim block -8.

A draw from above in order of number of heavy atoms, highest first.
`O=C(CSc1nnc(-c2ccccc2)n1-c1ccc(Cl)cc1)NNC(=S)Nc1ccccc1` gave Bim-Bfl-1 1, RGS4-Gao reg 105, GSH fluor 11, Mcl1-Bid inh -176, Bim-Bcl-XL -3, Bim-Bcl-W 0, Bim-Bcl-B 3, RGS8-Gao 88, RGS7-Gao reg 109, Mcl-1 Bim block -3 and Bcl-2 Bim block 1.
`Cc1cc(NC(=O)CCCS(=O)(=O)c2nc(-c3cccs3)cc(C(F)(F)F)n2)no1` gave Bim-Bfl-1 5, RGS4-Gao reg 98, GSH fluor 13, Mcl1-Bid inh -17, Bim-Bcl-XL 0, Bim-Bcl-W 0, Bim-Bcl-B 0, RGS8-Gao 97, RGS7-Gao reg 100, Mcl-1 Bim block 0 and Bcl-2 Bim block 7.
For CCOc1ccc(NC(=S)Nc2ccc(OCc3ccccc3)cc2)cc1 the results were Bim-Bfl-1 0, RGS4-Gao reg 100, GSH fluor 6, Mcl1-Bid inh -38, Bim-Bcl-XL -3, Bim-Bcl-W -4, Bim-Bcl-B -5, RGS8-Gao 91, RGS7-Gao reg 98, Mcl-1 Bim block 0 and Bcl-2 Bim block 1.
N=c1n(Cc2ccccc2Cl)c2ccccc2n1CC(O)c1ccco1 (stereo not drawn) was read as Bim-Bfl-1 -12, RGS4-Gao reg 96, GSH fluor 17, Mcl1-Bid inh -28, Bim-Bcl-XL -1, Bim-Bcl-W -2, Bim-Bcl-B -4, RGS8-Gao 91, RGS7-Gao reg 81, Mcl-1 Bim block 1 and Bcl-2 Bim block -2.

Further structures.
Screening Cc1cc(N2CCOCC2)nc(-c2ccc([N+](=O)[O-])cc2)n1 returned Bim-Bfl-1 -4, RGS4-Gao reg 102, GSH fluor 8, Mcl1-Bid inh -15, Bim-Bcl-XL -1, Bim-Bcl-W -1, Bim-Bcl-B 0, RGS8-Gao 100, RGS7-Gao reg 101, Mcl-1 Bim block -2 and Bcl-2 Bim block -2.
O=C(CN1CCN(c2ccc(F)cc2)CC1)c1ccc2c(c1)OCO2 was read as Bim-Bfl-1 0, RGS4-Gao reg 95, GSH fluor 23, Mcl1-Bid inh -16, Bim-Bcl-XL -1, Bim-Bcl-W -3, Bim-Bcl-B -1, RGS8-Gao 104, RGS7-Gao reg 100, Mcl-1 Bim block -5 and Bcl-2 Bim block -2.
Screening COC(=O)c1cn(C(C)C(=O)NCc2ccco2)c2ccccc12 (stereo not drawn) returned Bim-Bfl-1 -18, RGS4-Gao reg 101, GSH fluor 19, Mcl1-Bid inh -12, Bim-Bcl-XL -8, Bim-Bcl-W -3, Bim-Bcl-B -8, RGS8-Gao 100, RGS7-Gao reg 104, Mcl-1 Bim block -4 and Bcl-2 Bim block -7.
CC1(C)NC(=O)N(CCCCOc2cccc(C(F)(F)F)c2)C1=O was read as Bim-Bfl-1 -11, RGS4-Gao reg 95, GSH fluor 34, Mcl1-Bid inh 16, Bim-Bcl-XL -14, Bim-Bcl-W 0, Bim-Bcl-B -3, RGS8-Gao 99, RGS7-Gao reg 98, Mcl-1 Bim block 0 and Bcl-2 Bim block -7.
Screening O=C(Nc1nnc(CCN2CCCCC2)s1)c1ccc(Br)cc1 returned Bim-Bfl-1 -3, RGS4-Gao reg 100, GSH fluor 18, Mcl1-Bid inh -15, Bim-Bcl-XL 0, Bim-Bcl-W -3, Bim-Bcl-B -3, RGS8-Gao 101, RGS7-Gao reg 104, Mcl-1 Bim block 0 and Bcl-2 Bim block -2.
Screening O=C(/C=C/c1cccc(Cl)c1)Nc1ccncc1 returned Bim-Bfl-1 -2, RGS4-Gao reg 94, GSH fluor 25, Mcl1-Bid inh -1, Bim-Bcl-XL -5, Bim-Bcl-W -2, Bim-Bcl-B -4, RGS8-Gao 100, RGS7-Gao reg 94, Mcl-1 Bim block -3 and Bcl-2 Bim block -5.
